Screening results from PubChem BioAssay.
SNCA expr inh – SNCA gene expression inhibition. HEK-293 SNCA-luciferase knock-in, luminescence, 24 h. Potency, µM (series often up to 57.2 µM), inactives show at the highest dose activity change, negative = inhibition, usual class: inhibitors. 140,000 compounds, 0.17% hits;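 also: potency is read from the fitted curve at half-maximal effect; plate controls were DMSO cells for no effect and cell-free wells for full effect; nearly all actives have a fitted effect of over 45% in size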
3T3 cytotox – NIH 3T3 cell cytotoxicity | NIH 3T3 viability, CellTiter-Glo ATP luminescence, 48-72 h | Potency, µM (doses to about 96.7 µM), for inactives: at the top dose activity change, negative = cytotoxicity, hits mostly inhibitors | 94,000 compounds, 4.3% hits | AID 1345082; also: potency is read from the fitted curve at half-maximal effect; nearly all actives have a fitted effect of over 55% in size
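ATP-dependent luminescence (CellTiter-Glo) served as the viability signal for NIH 3T3 cells treated with compound for 48 or 72 hr at 37 °C.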
GPT2 inhibitor – GPT2 alanine aminotransferase inhibition. Potency, µM (highest dose often 57.7 µM), inactives show top-dose activity change, negative = inhibition, usual class: inhibitors. 100,000 compounds, 0.25% hits. Recombinant GPT2, coupled pyruvate oxidase/HRP Amplex Red fluorescence. Q8TD30; also: potency is read from the fitted curve at half-maximal effect; nearly all actives have a fitted effect of over 60% in size; many of its hits are not listed in these tables
Target sequence (Q8TD30 whole entry, looked up): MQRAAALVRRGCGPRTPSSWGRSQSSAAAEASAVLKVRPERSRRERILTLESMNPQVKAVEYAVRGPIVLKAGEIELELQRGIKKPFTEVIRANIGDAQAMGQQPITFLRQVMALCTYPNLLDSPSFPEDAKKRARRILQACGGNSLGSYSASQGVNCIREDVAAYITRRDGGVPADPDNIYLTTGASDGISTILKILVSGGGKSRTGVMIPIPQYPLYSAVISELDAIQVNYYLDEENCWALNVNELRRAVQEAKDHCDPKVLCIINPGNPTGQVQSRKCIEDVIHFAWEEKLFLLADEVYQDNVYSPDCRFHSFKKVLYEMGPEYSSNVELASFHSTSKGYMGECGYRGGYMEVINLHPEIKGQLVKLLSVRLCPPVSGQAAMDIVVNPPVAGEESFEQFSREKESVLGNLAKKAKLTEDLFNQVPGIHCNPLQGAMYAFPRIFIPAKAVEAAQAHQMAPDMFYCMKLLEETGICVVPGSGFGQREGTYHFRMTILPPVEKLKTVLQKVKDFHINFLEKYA
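GPT2 10ng/uL, a-KG 250uM, L-Ala 2mM, HEPES pH7.5 + 0.0001% Tween; 30 min RT. Then Amplex mix (PO/HRP/ThPP), 30 min RT dark, fluorescence. AOA 50uM used as positive control.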
IP6K1 inhibitor – blocks human inositol hexakisphosphate kinase 1; Q92551; IP6K1 kinase, ADP-Glo luminescence, 2 h; hits give low values; activity change, % (series mostly up to about 58 µM); 140,000 compounds, 0.81% hits; AID 1645851; in the data active = activity change below about -25%
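ADP-Glo luminescence measures ADP made by human IP6K1 during a 2 h RT reaction with ATP/IP6 (mix at 1.3 mM/130 uM); top library doses 57.5 and 19.1 uM final.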
HEK cytotox – HEK 293 cell cytotoxicity; 94,000 compounds, 6.6% hits; HEK 293 viability, ATP luminescence (CellTiter-Glo), 48-72 h; AID 1345083; Potency, µM (series often up to 115 µM), for inactives: at the highest dose activity change, negative = cytotoxicity, most hits filed as inhibitors; also: potency is read from the fitted curve at half-maximal effect; nearly all actives have a fitted effect of over 60% in size
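Read-out: CellTiter-Glo ATP luminescence. Cells: HEK 293, 250 cells/well. Exposure: 48 or 72 hr, 37 degree Celsius.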
SNCA viab count – reduces viability of HEK-293 SNCA reporter cells | HEK-293-SNCA-luc viability, GF-AFC fluorescence, 24 h | Potency, µM (series often up to 57.1 µM), inactives show top-dose activity change, negative = cytotoxicity, most hits filed as cytotoxic | 150,000 compounds, 0.12% hits | AID 1671193;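 also: potency is read from the fitted curve at half-maximal effect; 0% = DMSO-treated cells and -100% = medium-only wells without cells; nearly all actives have a fitted effect of over 30% in size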
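HEK-293-SNCA-luc cells (1500/well) plated 24 h, then exposed 24 h to a dilution series; GF-AFC added 30 min at 37C, fluorescence 405/540 nm; normalised to medium-only and DMSO wells, Hill fit.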
FLuc inh – blocks purified firefly luciferase enzyme activity; purified P. pyralis luciferase, luminescence, biochemical; P08659; Potency, µM (series often up to 115 µM), for the others: top-dose activity change, negative = inhibition, actives largely listed as inhibitors; 76,000 compounds, 2.5% hits; also: potency is read from the fitted curve at half-maximal effect; nearly all actives have a fitted effect of over 65% in size
Target sequence (P08659 whole entry, looked up): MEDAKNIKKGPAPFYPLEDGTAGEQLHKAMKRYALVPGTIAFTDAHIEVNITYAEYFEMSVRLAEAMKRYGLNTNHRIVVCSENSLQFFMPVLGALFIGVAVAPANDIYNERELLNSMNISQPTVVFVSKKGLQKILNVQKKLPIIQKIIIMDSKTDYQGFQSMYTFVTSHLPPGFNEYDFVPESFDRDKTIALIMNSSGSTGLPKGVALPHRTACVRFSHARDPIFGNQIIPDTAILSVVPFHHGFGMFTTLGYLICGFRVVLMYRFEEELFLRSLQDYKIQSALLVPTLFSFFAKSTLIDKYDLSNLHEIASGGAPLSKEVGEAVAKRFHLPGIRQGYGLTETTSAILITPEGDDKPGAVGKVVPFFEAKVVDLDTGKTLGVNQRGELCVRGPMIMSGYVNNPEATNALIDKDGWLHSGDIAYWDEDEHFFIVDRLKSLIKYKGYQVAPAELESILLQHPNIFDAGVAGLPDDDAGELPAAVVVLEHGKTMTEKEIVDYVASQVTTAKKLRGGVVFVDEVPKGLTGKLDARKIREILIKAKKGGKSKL
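FLuc 10nM, D-luciferin 10uM, ATP 10uM, Mg acetate 10mM, Tris acetate pH 7.5, Tween/BSA; cpd qHTS; enzyme added last; CCD luminescence.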
* marks the source's active call; other numbers are inactive results; i = inactive; ? = inconclusive; / = no result given; [ ] = another dose, or the depositor's remark. Unless noted, calls follow the shape of the dose curve; as a rule, active = well fitted curve in the direction sought with a large enough effect; inconclusive = small, poorly fitted or top-dose-only effect, or another doubt; inactive = no such curve, though single readings can be large; an effect the other way counts as inactive or inconclusive. Unless noted, % is scaled to controls: 0 for no effect and ±100 for the full control effect. The list is partial, so the mix of outcomes need not match the whole.

SMILES	SNCA expr inh	3T3 cytotox	GPT2 inhibitor	IP6K1 inhibitor	HEK cytotox	SNCA viab count	FLuc inh
O=C(c1ccc(F)cc1)N1CCCC2(CN[S+](=O)([O-])c3cccnc3N2)C1 (configuration not stated)	/	i	/	-3	?	/	/
COc1ccc(CN2CCC3(CC(c4cccc(C(F)(F)F)c4)=NO3)C2)cc1 (configuration not stated)	11%	?	i	2	?	-6%	/
Cc1ccc(C(=O)N2CCC(N3C(=O)C(O)C34CCCCC4)CC2)s1 (configuration not stated)	-6%	-14%	i	-1	-7%	0%	1%
Cc1cc(C(=O)N2CCC(Cc3nc(-c4ccccc4)n[nH]3)CC2)nn1C	2%	-14%	-18%	-12	-7%	-7%	-15%
O=C(CCSCCc1ccccn1)Nc1cc(F)ccc1F	10%	/	/	-8	/	-7%	/
Cc1ccc(OCc2cc(=O)n3c(-c4ccccc4)csc3n2)cc1	?	/	/	-15	/	11%	/
CN(CC1CCCO1)C(=O)c1coc(COc2cccc(C(F)(F)F)c2)n1 (configuration not stated)	-11%	?	4%	10	-2%	-17%	-9%
O=C(c1cncc(Br)c1)N1CCC(n2c(=O)[nH]c3ccccc32)CC1	?	-22%	i	16	?	0%	-6%
Cc1cc(CNC(=O)[C@@H]2CCC[C@@H](NC(=O)c3ccc(C#N)cc3)CN(C)C(=O)C2)no1	11%	i	-6%	-6	i	4%	-4%
Cc1cc(N2CCC3(CCCN(C)C3=O)C2)c2ccccc2n1 (configuration not stated)	-25%	-19%	-11%	17	-19%	-8%	5%

Some of the entries above in another layout:
SMILES: O=C(c1cncc(Br)c1)N1CCC(n2c(=O)[nH]c3ccccc32)CC1
  SNCA expr inh = ?
  3T3 cytotox = -22%
  GPT2 inhibitor = i
  IP6K1 inhibitor = 16
  HEK cytotox = ?
  SNCA viab count = 0%
  FLuc inh = -6%
SMILES: Cc1ccc(OCc2cc(=O)n3c(-c4ccccc4)csc3n2)cc1
  SNCA expr inh = ?
  3T3 cytotox = /
  GPT2 inhibitor = /
  IP6K1 inhibitor = -15
  HEK cytotox = /
  SNCA viab count = 11%
  FLuc inh = /
SMILES: COc1ccc(CN2CCC3(CC(c4cccc(C(F)(F)F)c4)=NO3)C2)cc1 (configuration not stated)
  SNCA expr inh = 11%
  3T3 cytotox = ?
  GPT2 inhibitor = i
  IP6K1 inhibitor = 2
  HEK cytotox = ?
  SNCA viab count = -6%
  FLuc inh = /

New compounds follow:
SMILES	SNCA expr inh	3T3 cytotox	GPT2 inhibitor	IP6K1 inhibitor	HEK cytotox	SNCA viab count	FLuc inh
CCOC(=O)CN1C(=O)CCN(C(=O)OCc2ccccc2)CC(OC)c2ccccc21 (configuration not stated)	-10%[25.6 µM]	?	-4%[27.3 µM]	-5	-15%[57.5 µM]	-12%[23.9 µM]	/
CC(=O)N1CCc2cc(S(=O)(=O)NC(CC(C)C)C(=O)NCc3ccccc3)ccc21 (configuration not stated)	28%	/	/	8	/	1%	/
CNC(=O)[C@@H]1C[C@H](Oc2ccccc2)CN1C(=O)COc1ccc(F)cc1	-19%	4%	3%	1	-7%	-13%	-1%
O=C(N[C@@H]1CCN(Cc2cccc3nonc23)C[C@H]1O)c1cccnc1	-15%	3%	-10%	18	i	-3%	1%
CN1C[C@H](NCc2ccc(F)cc2)CCC[C@@H](C(=O)NC2CC2)CC1=O	5%[87.6 µM]	5%[138 µM]	4%[88.5 µM]	-26*	1%[172 µM]	6%[87.6 µM]	-1%[172 µM]
O=C(CCC1CCCC1)N1CC(N(Cc2ccccn2)C(=O)Nc2ccccc2)C1	?	?	?	2	?	?	/
Cc1nn2c(c1-c1ccnn1C(C)C)N(C(=O)COc1ccccc1C(N)=O)CCC2	1%[87.6 µM]	28µM*	-8%[88.5 µM]	25	0%[172 µM]	-3%[87.6 µM]	-8%[172 µM]
O=C(Cn1nc2c(cc1=O)CCCC2)N1CCc2c([nH]c3ccccc23)C1	30%[activator]	i	-21%	31	3%	8%	-9%
CCOc1ccc(C(=O)N2CCC3(CC2)C(=O)N(CC)c2ccccc23)cc1OCC	3%	-19%	0%	12	?	-1%	-4%
Cc1ccccc1C(=O)NCc1nc(-c2ccc(Cl)cc2)no1	24%	/	/	-14	/	9%	/
COc1ccc(-n2c(=O)c3ccc(C(=O)NCc4ccc(C)cc4)cc3n(CC(=O)Nc3ccc(F)cc3)c2=O)cc1	-7%	/	/	-3	/	2%	/
Cc1ccc(-c2noc(-c3cccnc3N(C)Cc3ccc(Cl)cc3)n2)cc1	17%	/	/	-7	/	0%	/
Cc1ccc(-c2nnc([C@H]3CCN(C(=O)COc4ccccc4)C3)o2)cc1	13%[87.6 µM]	-27%[174 µM]	-8%[88.5 µM]	15	-9%[172 µM]	1%[87.6 µM]	-5%[172 µM]
COCc1nc(-c2ccc(OC3CN(C(=O)NCc4ccccc4)C3)cc2)no1	-20%	-28%	i	-6	?	-10%	-3%
COc1ccc(-n2nc(C(=O)N3CCN(c4cccc(C)c4C)CC3)c3c4ccccc4n(C)c3c2=O)cc1Cl	-16%	/	/	1	/	-3%	/
COC(=O)[C@@H]1Cc2ncn(C(C)C)c2CN1C(=O)c1ccc(C(F)(F)F)cc1	-5%[87.6 µM]	-13%[174 µM]	-13%[88.5 µM]	-2	i	1%[87.6 µM]	-3%[172 µM]
COc1cccc(-n2c(=O)c3sc4ccccc4c3n(CC(=O)Nc3ccc(F)cc3F)c2=O)c1	-11%	/	/	5	/	?	/
CCc1ccc(C(=O)NC2CCN(c3cnn(CC)c(=O)c3)CC2)cc1	3%	-16%	i	9	i	?	-7%
COc1ccc(CN2CC[C@H](CNC(=O)C3CC3)[C@H](N(C)C)C2)c(OC)c1	8%	-17%	i	8	-20%	4%[12.5 µM]	2%
CCCc1ccccc1OCC(=O)c1ccc2c(c1)N(CC(=O)N1CCOCC1)C(=O)CO2	-20%	-13%	i	-2	?	3%	-4%
CCOC(=O)c1c(NC(=O)c2ccccc2C)sc2c1CCCC2	-11%	/	/	1	/	1%	/
Cn1nc(C2CCN(C(=O)c3ccccc3)CC2)c2c1CCOC2	-14%	0%	i	-3	0%	10%	2%
O=C1CCN(C(=O)c2ccco2)CCOCCN1	2%	-14%	i	5	-14%	-3%	0%
O=C([C@@H]1C[C@H](F)CN1C(=O)NCc1ccccc1)N1CCCCC1	5%	-2%	i	0	16%	3%	2%
COc1ccccc1C(=O)NCc1ccnc2[nH]ccc12	15%[87.6 µM]	-20%[138 µM]	1%[88.5 µM]	4	?	-2%[87.6 µM]	-10%[172 µM]
CCNc1cc(N2CCC(CCC(=O)N3CCOCC3)CC2)ncn1	?	?	i	13	?	-12%	-8%
C[C@@H](NC(=O)C[C@@H]1c2nc(NC(=O)CC(C)(C)C)sc2C[C@@H]2[C@](C)(CO)[C@H](O)CC[C@]21C)c1ccccc1	?	?	-5%	10	40µM*	-22%	-1%
CN(CC1CCOCC1)C(=O)c1ccc(F)c(F)c1	6%	-8%	i	30	2%	5%	-8%
C[S+](=O)([O-])c1ccc(-c2nnc3ccc(C(=O)NCCc4ccccc4F)cn23)cc1	1%	?	i	-3	-23%	17%	/
O=C1c2cc(N3CCOCC3)nc(-c3ccccc3F)c2CN1CC(F)(F)F	-8%[87.6 µM]	-59%[138 µM]	5%[88.5 µM]	5	?	-10%[87.6 µM]	-1%[172 µM]
COc1ccc(-c2ccc(C(=O)NC3CC3)cc2)nn1	/	?	/	-22	89µM*	/	/
COc1ccc(C(=O)N2CC[C@H]3NC(=O)N(c4ccc(Oc5ccccc5)cc4)C(=O)[C@H]32)cc1	9%	0%	-9%	-7	-7%	-11%	3%
COc1ccc2c(c1)c1c(c(=O)n(Cc3ccccc3)c(=O)n1CC(=O)NCc1ccccc1Cl)n2C	?	/	/	-13	/	-3%	/
CCOc1cc2ncc(C#N)c(Nc3ccc(F)c(Cl)c3)c2cc1NC(=O)/C=C/CN(C)C	/	/	i	-2	/	?	/
COc1cccc(CNC(=O)c2cn3cc(-c4cccc(OC)c4)sc3n2)c1	7%	?	?	-9	?	0%	/
Cc1oc2ccc(NS(=O)(=O)c3ccc(F)cc3)cc2c1C(=O)O	-17%	/	/	16	/	16%	/
Cc1nc(N2CCN(C(=O)c3ccc(C)s3)CC2)cc(C(F)(F)F)n1	-11%	?	i	-2	-26%	2%	-3%
Cc1ccccc1-c1noc(-c2ccc(N3CCN(c4ccccc4)CC3)c([N+](=O)[O-])c2)n1	29%	/	/	-8	/	-8%	/
COc1ccccc1-c1cc2c(ccn2C)c(C(=O)NCc2cccnc2)n1	51%[activator][87.6 µM]	?	-17%[88.5 µM]	31	?	6%[87.6 µM]	0%[172 µM]
CN1CC(=O)N(C2CCCC2)Cc2c1ncnc2N1CCCC1	4%[87.6 µM]	-10%[138 µM]	4%[88.5 µM]	4	-22%[172 µM]	-17%[87.6 µM]	/
O=[S+]1([O-])NC2(CCCN(Cc3ccccc3)C2)CNc2ncccc21 (configuration not stated)	/	-29%[138 µM]	/	21	-24%[172 µM]	/	/
COc1ccccc1NC(=O)C1CCN(S(=O)(=O)c2ccc3[nH]c4c(c3c2)CCCCC4)CC1	?	/	/	-11	/	-8%	/
COc1ccc(C(=O)N2CCCC2)c(OC2CCN(C(=O)C3C=CCN3)CC2)c1 (configuration not stated)	-19%	i	-1%	-10	0%	?	-9%
Cc1cccc(-c2nc(SCC(=O)N3CCc4ccccc43)c3c(=O)n(C)c(=O)n(C)c3n2)c1	17%	/	/	3	/	-2%	/
CCc1ccc(NCc2cc3cc(OC)c(OC)cc3n(CC(=O)Nc3ccc(F)cc3)c2=O)cc1	63%[activator]	/	/	2	/	?	/
Cc1nn(-c2ccc(F)cc2)c(C)c1CNC(=O)C1NCCc2[nH]cnc21 (configuration not stated)	8%	-19%	?	0	?	1%	-6%

In a second layout: 4 of the compounds above.
compound: O=[S+]1([O-])NC2(CCCN(Cc3ccccc3)C2)CNc2ncccc21 (configuration not stated)
  SNCA expr inh: /
  3T3 cytotox: -29%[138 µM]
  GPT2 inhibitor: /
  IP6K1 inhibitor: 21
  HEK cytotox: -24%[172 µM]
  SNCA viab count: /
  FLuc inh: /

compound: Cc1cccc(-c2nc(SCC(=O)N3CCc4ccccc43)c3c(=O)n(C)c(=O)n(C)c3n2)c1
  SNCA expr inh: 17%
  3T3 cytotox: /
  GPT2 inhibitor: /
  IP6K1 inhibitor: 3
  HEK cytotox: /
  SNCA viab count: -2%
  FLuc inh: /

compound: Cc1nn(-c2ccc(F)cc2)c(C)c1CNC(=O)C1NCCc2[nH]cnc21 (configuration not stated)
  SNCA expr inh: 8%
  3T3 cytotox: -19%
  GPT2 inhibitor: ?
  IP6K1 inhibitor: 0
  HEK cytotox: ?
  SNCA viab count: 1%
  FLuc inh: -6%

compound: COc1ccc(C(=O)N2CCCC2)c(OC2CCN(C(=O)C3C=CCN3)CC2)c1 (configuration not stated)
  SNCA expr inh: -19%
  3T3 cytotox: i
  GPT2 inhibitor: -1%
  IP6K1 inhibitor: -10
  HEK cytotox: 0%
  SNCA viab count: ?
  FLuc inh: -9%
